# EPAC2 antag = antagonists of human EPAC2; Q8WZA2; EPAC2 GEF exchange of Rap1B-BODIPY-GDP, fluorescence; Potency, µM (doses to about 114 µM), without a hit: at the top dose activity, negative = inhibition, most hits filed as inhibitors; actives 0.18% (n = 360,000); also: % is scaled to controls: 0 for no effect and ±100 for the full control effect; nearly all actives have a fitted effect of over 45% in size; many of its hits are not listed in these tables
# Target sequence (Q8WZA2 whole entry, looked up): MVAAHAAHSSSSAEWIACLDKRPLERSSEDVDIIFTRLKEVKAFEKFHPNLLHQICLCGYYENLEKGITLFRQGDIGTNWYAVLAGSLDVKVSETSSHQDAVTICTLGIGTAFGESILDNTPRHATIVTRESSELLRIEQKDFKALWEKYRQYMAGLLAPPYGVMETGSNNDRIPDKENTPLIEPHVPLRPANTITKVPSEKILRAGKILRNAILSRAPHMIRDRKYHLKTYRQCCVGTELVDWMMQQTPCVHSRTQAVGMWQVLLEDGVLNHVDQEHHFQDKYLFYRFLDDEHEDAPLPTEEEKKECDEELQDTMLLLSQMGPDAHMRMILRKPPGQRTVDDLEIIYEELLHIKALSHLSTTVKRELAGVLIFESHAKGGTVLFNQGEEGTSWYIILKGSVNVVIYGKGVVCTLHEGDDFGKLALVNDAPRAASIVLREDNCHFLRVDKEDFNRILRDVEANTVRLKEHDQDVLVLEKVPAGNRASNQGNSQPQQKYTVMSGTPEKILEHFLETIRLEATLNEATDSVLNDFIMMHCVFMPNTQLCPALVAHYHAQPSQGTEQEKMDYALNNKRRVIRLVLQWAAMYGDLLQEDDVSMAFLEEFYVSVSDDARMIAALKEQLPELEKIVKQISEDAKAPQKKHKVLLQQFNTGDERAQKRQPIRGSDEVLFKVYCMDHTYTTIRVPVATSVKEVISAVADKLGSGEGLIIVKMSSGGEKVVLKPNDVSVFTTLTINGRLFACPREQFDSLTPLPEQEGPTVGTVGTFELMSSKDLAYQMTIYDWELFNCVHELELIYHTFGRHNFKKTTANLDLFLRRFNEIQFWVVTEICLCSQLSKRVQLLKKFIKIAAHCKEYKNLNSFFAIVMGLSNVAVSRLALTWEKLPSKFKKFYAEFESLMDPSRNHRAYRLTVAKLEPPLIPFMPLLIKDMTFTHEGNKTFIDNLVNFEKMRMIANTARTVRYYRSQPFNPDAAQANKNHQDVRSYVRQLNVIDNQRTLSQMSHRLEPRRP
# FUS yeast rescue = FUS proteinopathy suppression in yeast. S. cerevisiae FUS-expressing, growth rescue, OD600, 24 h. Potency, µM (doses to about 76.6 µM), for the others: top-dose growth rescue (activation), usual class: activators. actives 0.24% (n = 390,000). AID 1347120;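 also: plate controls were DMSO vehicle for no effect and reference control for full effect; nearly all actives have a fitted effect of over 55% in size; some results filed as inactive show a strong effect at the top dose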
#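 Galactose (2%) drives FUS expression in yeast precultured in raffinose; seeding density OD 0.005. Test compounds incubated 24hr at 30C and 99% humidity before absorbance at 600 nm was measured.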
# PTHR1 agonist = PTHR1 (human) receptor agonism. HEK293 GP2 PTHR1 cells, GloSensor cAMP luminescence, 1 h. Potency, µM (highest dose often 115 µM), inactives show at the highest dose activation, usual class: activators. actives 0.075% (n = 410,000). AID 743266; also: nearly all actives have a fitted effect of over 55% in size; some results filed as inactive show a strong effect at the top dose; inactives centre near -15; many of its hits are not listed in these tables
#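 HEK-293-derived GP2 cells expressing PTHR1 and a GloSensor cAMP reporter, 3,000/well, plated overnight, given luciferin plus IBMX (each 0.5 mM as added) for 1 h at 37 °C, then compound for 1 h at 37 °C. Luminescence was read after 15 min at room temperature.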
# TDP-43 yeast inh = inhibitors of TDP-43 toxicity in yeast; TDP-43 expressing yeast growth rescue, BacTiter-Glo, 24 h; Potency, µM (titrated, usually from 46.1 µM), without a hit: at the top dose growth rescue (activation), usual class: activators; actives 1.8% (n = 410,000); also: % of control where 0% means no effect; nearly all actives have a fitted effect of over 50% in size
#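 Readout is BacTiter-Glo luminescence of cell growth, so inhibitors register as activators. TDP-43-expressing yeast at OD600=0.02 in galactose medium, after raffinose pregrowth to mid-log, were incubated with compound for 24 hr at 30 deg C.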
# EPAC1 antag = antagonists of human EPAC1; O95398; EPAC1 GEF assay, Rap1b-BODIPY-GDP exchange fluorescence; Potency, µM (series often up to 115 µM), without a hit: at the highest dose activity change, negative = inhibition, actives largely listed as inhibitors; actives 0.14% (n = 360,000);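 also: plate controls were vehicle for no effect and positive control for full effect; nearly all actives have a fitted effect of over 50% in size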
# aSyn yeast inh = inhibitors of alpha-synuclein toxicity in yeast | Yeast expressing alpha-synuclein, growth rescue, BacTiter-Glo, 24 h | Potency, µM (series often up to 46.1 µM), for inactives: at the highest dose growth rescue (activation), most hits filed as activators | actives 0.14% (n = 370,000) | AID 652106; also: % of control where 0% means no effect; nearly all actives have a fitted effect of over 65% in size
#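 Rescue of yeast growth: cells expressing toxic alpha-synuclein, induced in galactose at OD600 0.02, incubated with compound 24 h at 30 C. ATP luminescence quantified growth; inhibitors of toxicity appear as activators.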
# EPAC1 ag = activates human EPAC1 exchange factor; O95398; EPAC1 agonist qHTS, biochemical assay; response scale: 100% = response to 6.5 mM cAMP; Potency, µM (series often up to 154 µM), without a hit: at the top dose activation, actives largely listed as activators; actives 0.073% (n = 360,000); also: nearly all actives have a fitted effect of over 60% in size
#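 Nucleotide exchange by EPAC1 (100 nM) on Rap1B–BODIPY-GDP (250 nM) in the presence of 50 uM GDP is tracked fluorescently at 480/540 nm over 30 min. Signals are normalized to a 6.5 mM cAMP control.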
# EPAC2 agonist = EPAC2 (human) agonism | Q8WZA2 | EPAC2 activation, biochemical qHTS; response scale: 100% = 6.5 mM cAMP response | Potency, µM (doses to about 154 µM), for the others: top-dose activation, hits mostly activators | actives 0.079% (n = 360,000) | AID 720711; also: nearly all actives have a fitted effect of over 50% in size
#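 Compounds were added across a concentration range to EPAC2 (100 nM), RAP1B-BODIPY-GDP (250 nM) and GDP (50 uM). After 5 min at room temperature, fluorescence was recorded at 5-min intervals for 30 min.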
# * hit, by the source's call; i = inactive; u = inconclusive; [ ] = remark or other dose. Calls follow the shape of the dose curve; as a rule, active = well fitted curve in the direction sought with a large enough effect; inconclusive = small, poorly fitted or top-dose-only effect, or another doubt; inactive = no such curve, though single readings can be large; an effect the other way counts as inactive or inconclusive. Potency is read from the fitted curve at half-maximal effect. These rows are one share of the data (hit frequency here may not be typical).
SMILES,EPAC2 antag,FUS yeast rescue,PTHR1 agonist,TDP-43 yeast inh,EPAC1 antag,aSyn yeast inh,EPAC1 ag,EPAC2 agonist
COc1cccc(CN2CC(C(=O)NCCn3cccn3)CCC2=O)c1 (configuration not stated),-1.4%,2.3%,-17.3%,9.1%,7.7%,2.1%,5.4%,-2.6%
CCCC1=C(C(=O)OCC)C(c2ccncc2)n2ncnc2N1 (configuration not stated),-0.1%,7.8%,i,-7.1%,3.3%,0.2%,6.1%,11.0%
COc1ccc(CCN(C)C(=O)Cc2ccc(-c3ccccc3)cc2)cc1OC,-12.7%,40.3%,-41.7%[inhibitor],28.7%,-16.9%,0.6%,8.8%,8.7%
CCCCC(=O)Nc1nnc(SCC(=O)NC2CC2)s1,0.2%,12.2%,i,0.0%,-12.3%,-1.6%,1.2%,-1.1%
COc1ccc(C(=O)n2nc(C)cc2C)cc1OC,-2.4%,12.1%,i,-17.2%,0.5%,-19.2%,8.0%,13.3%
CCc1cc(C=NC2CCCCC2)c(O)s1,2.6%,-16.0%,-18.6%,14.9%,-3.3%,11.2%,-6.7%,-1.1%
Nc1ncnc2c1ncn2-c1ccccc1Cl,13.0%,-8.4%,-21.4%,16.7%,5.0%,0.7%,7.7%,2.7%
CCOC(=O)N1CCN(C(=O)C[C@@H]2C[C@@]3(C(=O)OC)CCCCC=C3N(Cc3ccc4c(c3)OCO4)C2=O)CC1,-5.2%,24.9%,-26.3%,19.0%,6.7%,3.4%,-3.9%,5.5%
CCNS(=O)(=O)c1c(C)cc(C)c(N(C)S(=O)(=O)c2ccccc2)c1C,-0.1%,18.3%,-11.2%,3.5%,-28.3%,-3.3%,4.6%,0.4%
CC(=O)Oc1ccccc1Cn1c(C)c(C(=O)NCCC#N)sc1=O,5.3%,-30.2%,-15.0%,-1.1%,26.2%,-1.0%,-7.0%,-8.2%
CC(C)CCNCC(=O)NC(c1ccccc1)c1ccccc1,1.0%,15.3%,i,5.0%,4.4%,0.3%,-2.6%,2.3%
COC(=O)CN1C(=O)[C@H]2[C@@H](c3ccc(C)o3)N3C(=O)CN(Cc4ccccc4)C(=O)[C@@]3(C)[C@H]2C1=O,7.1%,12.0%,-18.7%,9.6%,-5.4%,-0.1%,-24.4%,-9.9%
Cc1[nH]nc(NCCO)c1[N+](=O)[O-],3.9%,1.4%,-4.0%,-1.1%,-10.7%,-1.1%,0.7%,4.1%
CCCCCCC(=O)NNC(=O)c1c(O)c2ccccc2n(CC)c1=O,18.8%,u,11.7%,-38.2%[inhibitor],-14.7%,4.6%,-7.8%,-9.0%
CCc1nc2ccccc2c(=O)n1/N=C/c1ccc(OC)cc1,5.9%,11.7%,-1.4%,16.1%,-22.1%,0.7%,-3.6%,-0.9%
CCCCOC(=O)Nc1ccc(C(=O)OC)cc1,13.6%,26.0%,i,26.5%,14.2%,-16.7%,-2.4%,3.9%
Cc1ccc(-n2cnc3c(sc4nc(N5CCOCC5)c5c(c43)CCCC5)c2=O)cc1,2.8%,-2.3%,i,2.6%,3.6%,-1.2%,1.5%,4.6%
COc1c(OC(C)=O)ccc(/C=N\NC(=O)c2ccc(Br)cc2)c1[N+](=O)[O-],7.6%,21.1%,i,-13.8%[0.397 µM],-15.0%,-0.7%,1.4%,1.5%
COc1cccc(NC(=O)COC(=O)/C=C/c2ccco2)c1,-4.7%,21.3%,-46.2%[inhibitor],24.8%,-12.1%,-0.6%,15.0%,5.0%
CCn1cc(C(=O)NCc2ccc(C)o2)c2cc(OC)c(OC)cc2c1=O,10.6%,18.4%,-5.0%[57.5 µM],-0.2%,11.3%,-2.0%,-14.1%,2.6%
COc1ccccc1-n1c(C)cc(/C=C2\C(=N)N3N=C(CC(=O)N4CCOCC4)SC3=NC2=O)c1C,2.7%,19.0%,-22.0%,0.5%,-2.5%,-3.2%,-4.1%,4.2%
Cc1ccccc1CSCCNC(=O)CCSc1ccccc1,-8.5%[57.1 µM],40.9%,i,15.8µM*,-3.9%,18.0%,12.6%,22.4%
Cc1ccc(-c2nc3ccc(Cl)cn3c2Cc2cccc(F)c2)cc1,-11.6%,28.9%,-49.9%[inhibitor],14.1µM*,-2.9%,u,3.5%,11.1%
O=S(=O)(c1cccc2cnccc12)N1CCNCC1,-15.5%,-31.8%,5.9%,-2.0%,-25.7%,1.9%,0.8%,0.3%
NC1=NC2(CCCCC2)N(c2ccc(F)cc2F)C(N)=N1,11.5%,11.8%,i,-12.9%,-6.4%,-4.5%,2.4%,8.4%
COc1cc(OC)cc(C(=O)Nc2nc(CC(=O)NC(C)c3ccccc3)cs2)c1 (configuration not stated),5.3%,19.5%,i,-11.0%,-5.5%,-1.0%,13.6%,11.5%
O=C(COC(=O)[C@@H]1CC(O)CN1S(=O)(=O)c1ccc([N+](=O)[O-])cc1)NC12CC3CC(CC(C3)C1)C2 (some centres not stated),-7.8%,28.8%,-18.3%,4.3%,-21.1%,4.4%,6.3%,2.1%
COc1ccccc1N1CCN(C(=O)CCC(=O)Nc2nnc(CC(C)C)s2)CC1,2.6%,27.1%,-11.3%,16.5%,9.6%,0.0%,4.6%,3.4%
c1ccc(CCc2cn(C[C@H]3CC[C@@H]([C@@H]4CC[C@H](Cn5cc(CCc6ccccc6)nn5)O4)O3)nn2)cc1,7.4%,12.1%,-73.4%[inhibitor],13.8%,-5.7%,21.7%,-5.5%,10.5%
COCCSc1ccccc1C(=O)Nc1nncs1,15.1%,20.0%,-5.4%[57.5 µM],-5.3%,-5.7%,-11.7%,1.9%,5.3%
Cc1cccc(OCC(=O)Nc2ccc3c(c2)nc(CCN2CCN(C)CC2)n3C)c1,0.9%,7.5%,i,4.9%,3.0%,5.2%,1.4%,-1.1%
CCN1C(=O)c2cccc3c(S(=O)(=O)NCCCN4CCOCC4)ccc1c23,11.6%,0.3%,-7.4%[57.5 µM],1.0%,2.1%,-8.7%,-2.8%,7.4%
COc1ccc(Cl)cc1NC(=O)C(C)OC(=O)C1=NNC(=O)CC1 (configuration not stated),-14.4%,-30.7%,i,11.6%,-28.2%,-9.9%,0.7%,1.9%
CCCCNC(=O)c1nc2ncc(Br)cn2n1,-1.2%,8.6%,-4.9%[57.5 µM],-13.1%,-9.1%,4.8%,13.8%,0.6%
O=c1[nH]c(C2CCN(S(=O)(=O)c3ccc4c(c3)OCCO4)CC2)nc2c1nnn2Cc1ccccc1F,-6.1%,-6.8%,-8.9%,-3.1%,2.8%,8.0%,6.2%,11.4%
O=C(Cc1ccc(Br)cc1)NC1CCCCC1,-3.1%,-0.3%,i,-4.8%,7.6%,-0.5%,0.0%,8.2%
O=[N+]([O-])c1ccc(O)c(Nc2ncnc3ccccc23)c1,-11.7%,-0.4%,-4.4%,-3.4%,-11.7%,0.0%,4.8%,6.5%
CCO[C@H]1OC(C(=O)NCc2nc3ccccc3[nH]2)=C[C@@H](C2CC2)[C@@H]1CCCO,-3.9%,-9.3%,-22.5%,-9.1%,-4.2%,-3.4%,-13.2%,-2.7%
CCOC(=O)c1c(C)nsc1NC(=O)C1(C)CCN1C(=O)CC (configuration not stated),-11.7%,-20.0%,-0.7%,17.0%,-16.9%,-2.8%,9.5%,10.9%
Cc1ccc(C(=O)NNC(=O)C2CCN(C(=O)OC(C)(C)C)CC2)cc1,11.8%,12.9%,i,-10.0%,15.6%,2.5%,-6.6%,1.0%
O=C1NC(=O)C(c2ccc(F)cc2)N1 (configuration not stated),5.4%,6.4%,i,-8.5%,1.3%,-7.2%,3.4%,2.8%
O=C(NC(=S)Nc1ccc(N2CCOCC2)cc1)c1cccs1,-12.2%,-28.9%,i,0.4%,-0.3%,-9.3%,9.1%,1.9%
CCCCCCCN1C=CC(=O)CC1,-3.6%,31.7%,i,18.3%,7.0%,1.4%,0.8%,-8.5%
COC(=O)c1sc2cc(C(F)(F)F)cnc2c1-c1cccnc1,-5.0%,7.4%,i,-4.8%,-9.6%,0.9%,-8.6%,9.4%
COc1cccc(C(=O)N(Cc2nc(-c3cccc(C)c3)no2)C(C)C)c1OC,10.4%,21.5%,-66.4%[inhibitor],-12.9%,-18.2%,-3.1%,10.5%,12.4%

# Four of these compounds, reformatted.
canonical_smiles	EPAC2 antag	FUS yeast rescue	PTHR1 agonist	TDP-43 yeast inh	EPAC1 antag	aSyn yeast inh	EPAC1 ag	EPAC2 agonist
CCCCNC(=O)c1nc2ncc(Br)cn2n1	-1.2%	8.6%	-4.9%[57.5 µM]	-13.1%	-9.1%	4.8%	13.8%	0.6%
O=c1[nH]c(C2CCN(S(=O)(=O)c3ccc4c(c3)OCCO4)CC2)nc2c1nnn2Cc1ccccc1F	-6.1%	-6.8%	-8.9%	-3.1%	2.8%	8.0%	6.2%	11.4%
O=C(Cc1ccc(Br)cc1)NC1CCCCC1	-3.1%	-0.3%	i	-4.8%	7.6%	-0.5%	0.0%	8.2%
O=[N+]([O-])c1ccc(O)c(Nc2ncnc3ccccc23)c1	-11.7%	-0.4%	-4.4%	-3.4%	-11.7%	0.0%	4.8%	6.5%

# The list goes on.
SMILES,EPAC2 antag,FUS yeast rescue,PTHR1 agonist,TDP-43 yeast inh,EPAC1 antag,aSyn yeast inh,EPAC1 ag,EPAC2 agonist
COc1ccc2oc(=O)c(/C(C)=N/Nc3ccccc3)cc2c1,-15.3%[57.1 µM],8.3%,i,-12.4%,-18.7%,4.0%,-5.5%,8.6%
O=C(CSc1nc(C2CC2)nc2ccccc12)N1c2ccccc2Sc2ccccc21,-0.3%,28.0%,-19.9%,7.6%,-7.8%,-15.2%,9.1%,6.7%
O=C(COc1cc(Cl)c(Cl)cc1Cl)NCCc1ccccn1,-0.8%,2.6%,i,8.7%,3.1%,0.1%,6.6%,-5.8%
Cc1ccc(C(=O)ONC(=O)c2ccc(Cl)cc2)cc1[N+](=O)[O-],1.0%,-0.9%,-16.3%,u,-0.1%,-75.0%[inhibitor],-9.9%,-5.0%
O=C(Nc1nc2nc(-c3ccccc3)cc(-c3ccccc3)n2n1)c1ccco1,-8.7%,u,0.3%,-10.3%,-24.7%,-3.5%,10.2%,9.9%
CN(C)CCCNC(=S)N(CCCO)Cc1cc2cc3c(cc2[nH]c1=O)OCO3,6.3%,-3.8%,-5.1%,1.8%,-4.6%,-0.3%,6.6%,29.0%
COc1ccc(NC(=O)CC2(CC(=O)O)CCCC2)cn1,7.0%,-2.9%,11.6%,12.6µM*,-6.4%,3.6%,4.4%,12.3%
CC1(C)CC2CC(C)(CN2C(=O)COC(=O)c2cc(Cl)cc(Cl)c2N)C1 (configuration not stated),-7.9%,11.5%,-93.5%,-10.2%,-27.9%,7.3%,14.8%,6.8%
Cc1ccccc1CSCCNC(=O)c1ccc(N(C)S(=O)(=O)c2ccccc2)cc1,4.2%,35.5%,i,20.3%,-0.3%,-3.1%,9.3%,8.0%

# Compound activity from PubChem.
